# Screening data (PubChem)
# SENP8 block – blocks human SENP8 cleavage of Nedd8 substrate | Q96LD8 | recombinant SENP8, Nedd8 substrate fluorescence | inhibition, % at 20 µM | 360,000 compounds, 0.64% hits | AID 602440; in the data active means inhibition mostly above about 40%, no sharp cut-off; inactive means mostly below about 27%
# Target sequence (Q96LD8 whole entry, looked up): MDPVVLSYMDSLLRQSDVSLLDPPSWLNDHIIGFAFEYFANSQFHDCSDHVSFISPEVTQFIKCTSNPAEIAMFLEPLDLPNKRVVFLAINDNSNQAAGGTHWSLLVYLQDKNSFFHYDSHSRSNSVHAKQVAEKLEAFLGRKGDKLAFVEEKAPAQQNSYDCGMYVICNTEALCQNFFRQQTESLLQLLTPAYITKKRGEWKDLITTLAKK
# NR3A LBD binder – NR3A (human) ligand-binding domain modulation | NR3A LBD differential scanning fluorimetry, Tm shift; 0% = protein alone, 100% = glycine-bound protein | AID 1259313 | Tm shift relative to glycine control, % at 25 µM | 340,000 compounds, 2.5% hits;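 active means melting temperature shift of at least 10% of the positive control shift, at one fixed dose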
# MPTP inh – blocks calcium-induced mitochondrial swelling. isolated mouse mitochondria, Ca2+ swelling absorbance, 30 min. 360,000 compounds, 1.4% hits. AID 602449. inhibition, % at 10 µM;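 active means inhibition of 50% or more, scaled per plate between neutral and stimulator controls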;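 further: 0% = DMSO wells given calcium and 100% = 1 mM EGTA wells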
# PfG6PD inh – PfG6PD (Plasmodium falciparum) enzyme inhibition | PfGluPho enzyme, NADPH resazurin-diaphorase fluorescence | inhibition, % at 20 µM | 350,000 compounds, 0.78% hits;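 active means inhibition reaching at least a set limit at 20 µM in the primary screen, cut at about 59% in these data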;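 further: 0% = DMSO wells with substrate and 100% = DMSO wells lacking glucose-6-phosphate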
# HKDC1 inhibitor – HKDC1 (human) hexokinase inhibition; Q2TB90; recombinant HKDC1, G6PDH/diaphorase resazurin coupled fluorescence; inhibition, % at 20 µM; 340,000 compounds, 0.16% hits; AID 493160;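 active means inhibition above about 35% when tested at 20 µM, limit read from the data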;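 further: plate controls were DMSO wells with enzyme for no effect and DMSO wells lacking enzyme for full effect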
#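 Test system: recombinant HKDC1 (HK5) hexokinase enzyme, produced in-house / Doses: 20 µM test compound, 1% DMSO / Timing: 90 min, room temperature / Detection: G6PDH/diaphorase-coupled fluorescence, 1 mM NADP, 100 µM resazurin, 525/613 nm / Control set: DMSO wells with and without enzyme mix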
# ATG4B inhibitor – blocks human ATG4B protease cleavage of LC3 substrate. 340,000 compounds, 0.51% hits. Q9Y4P1. ATG4B cleavage of LC3-PLA2, NBD-HPC fluorescence, 1 h. inhibition, % at 8.33 µM. AID 504462; in the data active means inhibition above about 40%
# Target sequence (Q9Y4P1 whole entry, looked up): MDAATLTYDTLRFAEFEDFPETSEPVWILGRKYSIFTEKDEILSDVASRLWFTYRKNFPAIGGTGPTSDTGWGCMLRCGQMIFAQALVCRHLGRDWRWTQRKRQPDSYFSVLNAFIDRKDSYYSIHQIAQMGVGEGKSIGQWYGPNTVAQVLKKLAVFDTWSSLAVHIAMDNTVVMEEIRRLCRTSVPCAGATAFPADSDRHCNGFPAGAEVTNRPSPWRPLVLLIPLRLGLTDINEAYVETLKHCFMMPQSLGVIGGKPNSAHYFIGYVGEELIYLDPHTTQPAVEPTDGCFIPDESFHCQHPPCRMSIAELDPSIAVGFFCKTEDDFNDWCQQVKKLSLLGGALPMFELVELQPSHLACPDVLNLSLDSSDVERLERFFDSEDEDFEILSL
# SENP7 block – blocks the human protease SENP7. inhibition, % at 5 µM. 330,000 compounds, 1.5% hits. AID 434973. Q9BQF6. recombinant SENP7, Z-RLRGG-aminoluciferin luminescence, 40 min;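 active means inhibition above about 50% at the single test dose, limit read from the data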;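 further: plate controls were DMSO with enzyme for no effect and no enzyme buffer wells for full effect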
# Target sequence (Q9BQF6 706-1050 limits assumed): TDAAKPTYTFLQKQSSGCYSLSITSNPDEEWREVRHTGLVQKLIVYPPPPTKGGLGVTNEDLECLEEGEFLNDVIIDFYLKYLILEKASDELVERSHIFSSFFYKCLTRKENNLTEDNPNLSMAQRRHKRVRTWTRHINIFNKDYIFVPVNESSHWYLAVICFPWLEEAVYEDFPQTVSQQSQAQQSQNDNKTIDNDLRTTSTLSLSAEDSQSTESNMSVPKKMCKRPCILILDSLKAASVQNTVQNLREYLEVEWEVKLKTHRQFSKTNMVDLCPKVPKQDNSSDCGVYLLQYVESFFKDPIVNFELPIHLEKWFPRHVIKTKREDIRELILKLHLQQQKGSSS
# SENP6 inh – blocks the human protease SENP6; Recombinant SENP6 catalytic domain, aminoluciferin luminescence; 330,000 compounds, 1.8% hits; Q9GZR1; inhibition, % at 10 µM;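 active means inhibition above about 50% at the single tested dose, limit read from the data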;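 further: plate controls were DMSO wells with enzyme for no effect and DMSO wells lacking enzyme for full effect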
# Numbers without * were called inactive; . = no result given.
no.	smiles	SENP8 block	NR3A LBD binder	MPTP inh	PfG6PD inh
1	Cc1ccc(-n2c(=S)sc3c(=O)n(-c4ccc(F)cc4)c(SCC(=O)O)nc32)cc1C	27	4	0.5	32
2	COCCNC(=O)C(=O)NCC1OCCN1S(=O)(=O)c1ccc2c(c1)OCCO2 (configuration not stated)	24	1	-0.1	8
3	O=C(COc1ccccc1F)Nc1ccc(S(=O)(=O)N2CCCC2)cc1	4	-1	2.0	-7
4	O=C(N/N=C/c1ccc(N2CCOCC2)cc1)c1ccncc1	19	1	-2.5	-7
5	COC(=O)C1=C(C)NC(=O)NC1c1ccc(OC(=O)c2ccco2)cc1 (configuration not stated)	23	1	-0.3	-25
6	CC(=O)NCCOc1nc(N(C)C)nc(N(C)C)n1	3	2	-2.0	3
7	CCCCOC(=O)C1Cc2ccccc2C(=O)O1 (configuration not stated)	8	-1	2.4	-14
8	CC(=O)NCC(O)c1ccc([N+](=O)[O-])cc1 (configuration not stated)	14	12*	-0.4	-3
9	CCn1c(=O)n(CC)c2cc(N3CCCC3)c(NC(=O)c3ccc(OC)c(Br)c3)cc21	-118	-6	-0.4	48
10	CC(=O)N(c1ccccc1Cl)S(=O)(=O)c1ccc(Cl)cc1	9	-3	-1.7	18
11	CCOc1ccc(NC(=O)CSc2nnnn2C2CCCC2)cc1	3	-2	0.9	6
12	COc1ccccc1/C=C/C=N/NC(=O)CCn1cnc2ccccc21	-12	-4	2.3	-1
13	O=C(CCS(=O)(=O)c1ccccc1)Nc1ccc(N2CCN(Cc3ccccc3)CC2)cc1	1	2	0.1	0
14	COC(=O)c1c(-c2cccc(C)c2)csc1NC(=O)C1CCCO1 (configuration not stated)	8	0	1.5	6
15	CCOC(=O)N1CCC(NC(=O)CS(=O)(=O)Cc2nc(-c3cccc(Cl)c3)oc2C)CC1	16	0	-0.8	-9

no.	HKDC1 inhibitor	ATG4B inhibitor	SENP7 block	SENP6 inh
1	0	-6	7	5
2	-7	28	-5	-5
3	1	0	7	7
4	2	8	-3	-4
5	-4	-4	5	24
6	9	14	-9	-16
7	-3	11	1	6
8	-8	-3	-12	-20
9	5	-14	-14	-25
10	-4	2	-8	-2
11	-5	-8	1	-18
12	-5	-15	-1	-8
13	-1	-20	7	-14
14	3	2	9	-2
15	-4	-17	7	-14

# The closing two entries of the section above are carried over, then new ones follow.
no.	smiles	SENP8 block	NR3A LBD binder	MPTP inh	PfG6PD inh
14	COC(=O)c1c(-c2cccc(C)c2)csc1NC(=O)C1CCCO1 (configuration not stated)	8	0	1.5	6
15	CCOC(=O)N1CCC(NC(=O)CS(=O)(=O)Cc2nc(-c3cccc(Cl)c3)oc2C)CC1	16	0	-0.8	-9
16	COC(=O)c1sc(NC(=O)c2c(OC)cccc2OC)c(C#N)c1C	-287	1	0.4	-20
17	NC(=O)CC(NC(=O)Cc1ccc(Br)cc1)c1ccc(NCCN2CCOCC2)c([N+](=O)[O-])c1 (configuration not stated)	22	-1	0.5	-2
18	N#CC1=C2SCC(O)(c3ccccc3)N2C(=O)CC1c1ccccc1 (configuration not stated)	-18	-4	-0.2	8
19	COc1ccc(CCNC(=O)C23CN(Cc4ccccc4)CC2C(c2ccc([N+](=O)[O-])cc2)=NO3)cc1 (configuration not stated)	5	2	0.2	18
20	O=C(Nc1ccc(Cl)cc1)N1CCSCC1	32	-1	0.3	1
21	Cc1n[nH]c(C)c1CCNC(=O)C1CCC(=O)N(Cc2ccccc2F)C1 (configuration not stated)	4	-1	-0.1	-2
22	Cc1nnc(SCc2nnc(-c3ccccc3Br)o2)n1-c1ccccc1	12	0	1.6	-6
23	CCOC(=O)c1ccc(S(=O)(=O)Nc2ccc3cn[nH]c3c2)cc1	18	-5	55*	-8
24	O=C(NCCO)c1ccc2nc(Cc3cccc(Cl)c3)oc2c1	5	0	0.1	10
25	Nc1nc(-c2ccc(Cl)cc2)nn1C(=O)c1cccs1	-49	-1	-0.1	5
26	N#C/C(=C\c1coc2ccc(O)cc2c1=O)C(=O)Nc1nc2ccccc2s1	-361	6	41	4
27	O=C(CN1CCN(Cc2ccccc2F)C1=O)NCCN1CCOCC1	9	-1	-1.2	-9
28	Cc1ccc(-n2nc(C(N)=O)nc2-c2ccccc2)cc1	4	-3	0.3	5
29	CC(c1n[nH]c(=S)n1-c1ccccc1)N1CCCCC1 (configuration not stated)	0	0	-0.1	26
30	NC(=O)c1cc([N+](=O)[O-])ccc1NCc1cccc(N)c1	15	0	-0.5	11

no.	HKDC1 inhibitor	ATG4B inhibitor	SENP7 block	SENP6 inh
14	3	2	9	-2
15	-4	-17	7	-14
16	4	3	8	3
17	-6	-5	8	-16
18	8	3	-1	-5
19	-2	-7	-2	-9
20	-3	0	5	3
21	-5	3	-4	-5
22	-8	-9	-16	-36
23	5	-12	6	0
24	6	15	1	-3
25	-1	-8	0	-24
26	33	54*	7	24
27	-4	-6	-3	-4
28	-3	0	1	-8
29	-2	-3	-2	-26
30	1	-4	10	-10

# The listing continues:
no.	smiles	SENP8 block	NR3A LBD binder	MPTP inh	PfG6PD inh
31	CCCS(=O)(=O)N1CCN(CCCc2ccccc2)CC1	10	4	-1.1	-3
32	COc1ccc(Cc2nnc(N/N=C/c3ccc(C)o3)[nH]c2=O)cc1	16	-3	0.5	19
33	CCc1nc(Nc2ccccc2O)c2oc3ccccc3c2n1	-2	1	1.3	-10
34	CCC(C)NCCOc1cccc(Br)c1 (configuration not stated)	7	0	-0.1	-2
35	Cc1ccc(-n2c(Cc3cccc4ccccc34)n[nH]c2=S)c(C)c1	8	-1	-2.1	2
36	CCn1c(SCc2nc(-c3ccc(OC)c(OC)c3)no2)nnc1-c1cccs1	10	-3	0.7	19
37	Cc1ccccc1C1NC(c2ccccc2C)C([N+](=O)[O-])C(C)(C)C1[N+](=O)[O-] (configuration not stated)	4	-1	-1.0	5
38	CC(C)CCC(O)(CCC(C)C)C(=O)NN1CCCCC1	2	-3	0.1	11
39	O=C(Cc1ccc(F)cc1)Nc1ccccc1Sc1ccccc1	18	-9	41	-10
40	COc1ccc(C(=O)COC(=O)C2CCC(=O)N2)cc1 (configuration not stated)	8	1	-2.3	-9
41	COc1ncccc1-c1nnn(-c2ccc(F)cc2)n1	2	-1	-2.2	-2
42	Cc1cccc(NC(=O)N2CCC(C(=O)c3ccc(F)cc3)CC2)c1	9	1	-1.3	-16
43	COc1ccc(NC(=O)CCNS(=O)(=O)c2ccc3c(c2)c(=O)n(C)c(=O)n3C)cc1	10	-3	-2.0	-15
44	COc1ccc(C(=O)Nc2cc(C)nn2-c2nc3ccccc3[nH]2)c(OC)c1	-6	2	-0.7	5
45	COc1ccc(/C=N\NC(=O)c2ccc(=O)[nH]n2)cc1O	28	3	-1.2	4

no.	HKDC1 inhibitor	ATG4B inhibitor	SENP7 block	SENP6 inh
31	8	1	2	-20
32	-13	-3	-4	-9
33	-5	5	0	2
34	-3	9	0	-4
35	-5	11	-10	-24
36	3	-34	-8	-2
37	2	4	-8	0
38	-8	3	10	-6
39	3	3	11	9
40	-5	7	2	-8
41	-2	-11	70*	73*
42	1	-3	0	-18
43	-9	0	2	-8
44	-9	-22	-3	-13
45	2	4	-10	-7

# Three compounds picked at random from those above:
no.	smiles	SENP8 block	NR3A LBD binder	MPTP inh	PfG6PD inh
6	CC(=O)NCCOc1nc(N(C)C)nc(N(C)C)n1	3	2	-2.0	3
29	CC(c1n[nH]c(=S)n1-c1ccccc1)N1CCCCC1 (configuration not stated)	0	0	-0.1	26
20	O=C(Nc1ccc(Cl)cc1)N1CCSCC1	32	-1	0.3	1

no.	HKDC1 inhibitor	ATG4B inhibitor	SENP7 block	SENP6 inh
6	9	14	-9	-16
29	-2	-3	-2	-26
20	-3	0	5	3

# Structures listed above that bear a hit mark in MPTP inh:
No.	structure	NR3A LBD binder	MPTP inh	PfG6PD inh	HKDC1 inhibitor	ATG4B inhibitor	SENP7 block	SENP6 inh
23	CCOC(=O)c1ccc(S(=O)(=O)Nc2ccc3cn[nH]c3c2)cc1	-5	55*	-8	5	-12	6	0

# Next part:
no.	smiles	SENP8 block	NR3A LBD binder	MPTP inh	PfG6PD inh
46	CCOC(=O)[C@@H]1CCN(Cc2ccccc2)C[C@H]1c1ccccc1	10	-2	1.7	-5
47	Cc1c(C(=O)N(Cc2nccn2C)C(C)C)oc2c(F)cccc12	15	-1	-0.8	-3
48	O=C(CSc1nnc(NC(=O)Cc2ccccc2)s1)NCc1ccco1	7	-1	-0.9	8
49	CCOc1ccc2nc(N3C(=O)/C(=C/c4ccccc4)NC3=S)sc2c1	18	-2	84*	-39
50	Cc1c(NC(=O)c2cccs2)cccc1[N+](=O)[O-]	8	-1	0.1	-1
51	CC(=O)NC(CC(=O)Nc1cccc(S(=O)(=O)N2CCCC2)c1)c1ccccc1 (configuration not stated)	-6	2	0.2	16
52	COC(=O)c1c(-c2cccc(OC)c2)csc1N	6	-1	-0.1	30
53	CCOc1ccc(S(=O)(=O)NCCC(=O)NCC2(N3CCCCC3)CCCCC2)cc1	1	-1	-0.3	-4
54	CC(C)c1ccc(C2OCCCO2)cc1	12	3	0.1	-18
55	COC(=O)c1sccc1N/N=C(\C)c1ccc(F)c(Cl)c1	-135	0	1.0	-12
56	CN(C(=O)c1ccc(NC(=O)Cc2ccc(NC(=O)C3CCCN(C(=O)C4CC4)C3)cc2)cc1)C1CCCC1 (configuration not stated)	-4	2	-0.1	-8
57	CC1CC(=O)NN=C1c1ccc(N(C)C)c([N+](=O)[O-])c1 (configuration not stated)	27	-3	0.5	-18
58	O=C(O)/C=C/c1cnc2ccccc2c1	2	1	-0.1	-10
59	CC(C)c1ccc(/C=C/C(=O)NCCC2=CCCCC2)cc1	19	1	11	4
60	O=C(CSc1nc2c(cnn2-c2ccc(F)cc2)c(=O)[nH]1)N1CCCCC1	4	1	-1.4	-13
61	CCOC(=O)c1c(C)[nH]c(C)c1C(=O)COc1ncnc2ccccc12	7	1	-0.8	4
62	COc1ccc(-c2nnc(SCc3nc4ccccc4c(=O)[nH]3)o2)cc1	9	1	3.6	10

no.	HKDC1 inhibitor	ATG4B inhibitor	SENP7 block	SENP6 inh
46	-1	5	0	-8
47	-1	-10	1	11
48	-5	-13	-3	-8
49	4	7	-16	16
50	-12	6	2	-15
51	-3	-2	-6	-6
52	-8	-1	15	-9
53	-1	13	0	-10
54	-2	0	.	.
55	-6	4	-4	-1
56	1	-12	.	.
57	1	2	9	-3
58	-1	-4	-9	4
59	-5	7	-4	-11
60	-1	-9	6	-2
61	-8	3	-4	-2
62	6	-6	2	-15
